# High-throughput results as filed in PubChem.
# Pol eta inh – DNA polymerase eta (human) inhibition | AID 588591 | Q9Y253 | Potency, µM (titrated, usually from 114 µM), without a hit: at the highest dose activity change, negative = inhibition, hits mostly inhibitors | 1.2% of 390,000 active | recombinant Pol eta, fluorescent DNA replication assay
# Target sequence (Q9Y253 whole entry, looked up): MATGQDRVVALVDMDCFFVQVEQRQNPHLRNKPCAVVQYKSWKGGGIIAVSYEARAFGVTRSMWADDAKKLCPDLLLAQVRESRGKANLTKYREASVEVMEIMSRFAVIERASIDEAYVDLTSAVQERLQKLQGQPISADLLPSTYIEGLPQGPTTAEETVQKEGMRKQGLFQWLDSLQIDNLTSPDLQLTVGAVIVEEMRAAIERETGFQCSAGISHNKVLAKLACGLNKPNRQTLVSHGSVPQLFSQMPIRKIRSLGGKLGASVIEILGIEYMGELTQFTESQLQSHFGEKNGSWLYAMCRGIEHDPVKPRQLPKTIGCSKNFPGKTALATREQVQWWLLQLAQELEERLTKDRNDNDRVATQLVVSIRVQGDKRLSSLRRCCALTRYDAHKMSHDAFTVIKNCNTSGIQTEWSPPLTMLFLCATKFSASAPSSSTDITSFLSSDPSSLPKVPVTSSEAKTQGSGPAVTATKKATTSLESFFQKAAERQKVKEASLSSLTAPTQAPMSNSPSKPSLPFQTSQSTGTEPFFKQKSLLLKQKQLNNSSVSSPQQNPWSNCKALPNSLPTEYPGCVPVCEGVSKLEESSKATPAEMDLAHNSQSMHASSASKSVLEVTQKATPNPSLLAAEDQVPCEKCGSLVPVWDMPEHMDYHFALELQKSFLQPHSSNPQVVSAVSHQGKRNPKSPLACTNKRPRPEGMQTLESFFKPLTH
#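 Pol eta (10 nM) was preincubated with compounds for 15 min at room temperature, after which fluorescent replication substrate (50 nM final) was added to start the reaction. Fluorescence was read kinetically at 0 and 10 min.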
# POLK inh – blocks human DNA polymerase kappa activity; purified Pol kappa, fluorescent DNA synthesis assay, 10 min; 0.53% of 400,000 active; Potency, µM (doses to about 107 µM), for inactives: at the highest dose activity, negative = inhibition, most hits filed as inhibitors
#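 10 nM Pol kappa preincubated 15 min at room temperature with compounds, then reaction started with substrate at 50 nM final. Fluorescence read kinetically at 0 and 10 min; buffer-only wells served as negative control.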
# G9a inh – blocks human histone lysine methyltransferase G9a | Q96KQ7 | G9a H3K9 monomethylation, AlphaScreen, 2 h | Potency, µM (top dose mostly 102 µM), without a hit: at the top dose activity, negative = inhibition, usual class: inhibitors | 8.8% of 350,000 active; also: nearly all actives have a fitted effect of over 75% in size
#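 Chemiluminescent proximity detection of H3K9 monomethylation, read after 10 min bead incubation in the dark. Reaction: 20 nM G9a, 500 nM biotin-H3K9 peptide, 20 uM SAM cofactor, 2 h, room temperature, following 15 min enzyme-compound preincubation.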
# BLM inh – blocks DNA unwinding by human BLM helicase; P54132; recombinant BLM DNA unwinding, fluorescence dequenching; Potency, µM (highest dose often 56.1 µM), inactives show top-dose activity change, negative = inhibition, actives largely listed as inhibitors; 0.2% of 350,000 active;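 also: plate controls were vehicle for no effect and no enzyme for full effect; nearly all actives have a fitted effect of over 35% in size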
# BAZ2B block – blocks human BAZ2B; Q9UIF8; Potency, µM (highest dose often 114 µM), for the others: top-dose activity change, negative = inhibition, actives largely listed as inhibitors; 4.4% of 360,000 active; AlphaScreen BAZ2B-H3K14Ac peptide displacement; also: nearly all actives have a fitted effect of over 60% in size
#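 BAZ2B 50 nM plus b-H3(5-23)K14Ac 50 nM, PBS pH 7.4/0.01% Tween-20, 30 min RT; compound added (max 110 uM), 30 min RT; streptavidin donor/Ni-chelate acceptor beads 10 ug/mL final, 20 min dark; AlphaScreen read.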
# APEX1 inh – blocks human APE1 abasic DNA cleavage; recombinant APE1, TAMRA/BHQ-2 abasic DNA cleavage fluorescence; 0.35% of 350,000 active; P27695; Potency, µM (highest dose often 65.8 µM), inactives show at the top dose activity change, negative = inhibition, most hits filed as inhibitors;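 also: plate controls were vehicle for no effect and reference inhibitor for full effect; nearly all actives have a fitted effect of over 55% in size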
# Target sequence (P27695 whole entry, looked up): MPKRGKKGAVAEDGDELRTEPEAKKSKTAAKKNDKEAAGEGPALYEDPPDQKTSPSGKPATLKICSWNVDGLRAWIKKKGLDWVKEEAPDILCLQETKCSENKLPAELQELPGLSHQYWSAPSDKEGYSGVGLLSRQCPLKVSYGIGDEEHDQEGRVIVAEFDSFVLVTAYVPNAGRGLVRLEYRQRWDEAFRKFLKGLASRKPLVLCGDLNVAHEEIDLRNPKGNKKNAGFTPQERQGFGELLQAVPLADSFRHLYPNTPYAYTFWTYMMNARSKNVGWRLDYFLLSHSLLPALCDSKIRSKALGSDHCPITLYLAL
#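 APE1 at 0.75 nM final was preincubated with compound 15 min at room temperature, then 50 nM double-stranded THF abasic-site substrate (5'-TAMRA/3'-BHQ-2) was added. Fluorescence (ex 525/em 598 nm) was read kinetically; third-minus-first read gave activity.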
# * marks the source's active call; other numbers are inactive results; ? = inconclusive; nt = not tested or not shown; & = joins results of further samples; [ ] = another dose, or the depositor's remark. Calls follow the shape of the dose curve; as a rule, active = well fitted curve in the direction sought with a large enough effect; inconclusive = small, poorly fitted or top-dose-only effect, or another doubt; inactive = no such curve, though single readings can be large; an effect the other way counts as inactive or inconclusive. Unless noted, % is scaled to controls: 0 for no effect and ±100 for the full control effect; potency is read from the fitted curve at half-maximal effect. This is a subset; count on the stated rates, not on these rows.
entry	smiles	Pol eta inh	POLK inh	G9a inh
1	CC(=O)NCC1=C(c2ccc3ccccc3c2)C[C@@H]2CC[C@H]1N2Cc1ccco1	-6%	nt	nt
2	CCOC(=O)C1(c2ccccc2)CCN(CCC(=O)Nc2ccc(OC)cc2)CC1	-6%	nt	nt
3	Cc1ccc2c(c1)Oc1ccccc1N=C2	0%	nt	nt
4	C[C@@H]1CN([C@H](C)CO)C(=O)CCCn2nncc2CO[C@@H]1CN(C)C(=O)Oc1cccc2ccccc12	-20%	nt	nt
5	Cc1ccc(OC(=O)N(C)C[C@@H]2OCc3cnnn3CCCC(=O)N([C@@H](C)CO)C[C@H]2C)cc1	-9%	nt	nt
6	c1ccc(C2(NC3=NCCO3)CCCCC2)cc1	-3%	nt	nt
7	c1ccc(N2[C@@H]3CC[C@H]2c2ccccc2C3)cc1	-8%	nt	nt
8	COc1ccc(C2C3C=CC(C3)C2C(=O)O)cc1 (stereo unspecified)	-5%	nt	nt
9	COC[C@H]1OC(=O)c2coc3c2[C@@]1(C)C1=C(C3=O)[C@H]2CCC(=O)[C@@]2(C)C[C@H]1OC(C)=O	nt	-14%[19.4 µM]	nt
10	C[C@H]1C(=O)O[C@H]2CCN3CC=C(COC(=O)[C@](C)(O)[C@@]1(C)O)C23 (stereo partly specified)	nt	-8%[19.4 µM]	nt
11	COc1cc2c(cc1O)C[C@H]1c3c(cc(OC)c(O)c3-2)CCN1C	nt	?	nt
12	CC[C@H]1C2CC3[C@@H]4N(C)c5ccccc5[C@]45C[C@@H](C2[C@H]5O)N3[C@@H]1O (stereo partly specified)	nt	-5%[19.4 µM]	nt

entry	BLM inh	BAZ2B block	APEX1 inh
1	nt	nt	nt
2	nt	nt	nt
3	nt	nt	nt
4	nt	nt	nt
5	nt	nt	nt
6	nt	nt	nt
7	nt	nt	nt
8	nt	nt	nt
9	1%	nt	-9%
10	1%	nt	-1%
11	-23%	nt	?
12	0%	nt	-1%

# The listing continues:
entry	smiles	Pol eta inh	POLK inh	G9a inh
13	CCN1C[C@@]2(COC(=O)c3ccccc3N3C(=O)CC(C)C3=O)CC[C@H](OC)[C@]34C5C[C@@H]6[C@@H](OC)C[C@@](O)(C5[C@H]6OC)[C@@](O)(C13)[C@@H](OC)C24 (stereo partly specified)	nt	-5%[19.4 µM]	nt
14	C=C(C)C1CNC(C(=O)O)C1CC(=O)O (stereo unspecified)	nt	-5%[60.1 µM]	nt
15	CC1(C)S[C@H]2[C@@H](N)C(=O)N2[C@H]1C(=O)O	nt	-5%[19.4 µM]	nt
16	c1ccc([C@H]2CNCc3ccccc32)cc1	nt	-11%[19.4 µM]	nt
17	CN1C[C@@H](C(=O)N[C@@]2(C)O[C@]3(O)C4CCCN4C(=O)[C@@H](Cc4ccccc4)N3C2=O)C=C2c3cccc4[nH]cc(c34)C[C@@H]21 (stereo partly specified)	nt	?	nt
18	O=C1CS[C@@H](c2ccccc2Cl)c2cc(Cl)ccc2N1	nt	-8%[19.4 µM]	nt
19	CC(C)C[C@H]1C(=O)N2CCC[C@@H]2[C@]2(O)O[C@](NC(=O)[C@@H]3C=C4c5cccc6[nH]c(Br)c(c56)C[C@H]4N(C)C3)(C(C)C)C(=O)N12	nt	-12%[19.4 µM]	nt
20	C=C[C@H]1CN2CCC1C[C@@H]2C(O)c1ccnc2ccccc12 (stereo partly specified)	nt	-10%[19.4 µM]	nt
21	CC1=CC(=O)C2=C(C)C[C@H](O)[C@H]3[C@H](C)C(=O)O[C@@H]3C12 (stereo partly specified)	nt	-6%[19.4 µM]	nt
22	CN(C(=O)Cc1ccc(Cl)c(Cl)c1)[C@@H](CN1CCCC1)c1cccc(OCC(=O)O)c1	nt	-10%[19.4 µM]	nt
23	CCCN1CCO[C@@H]2c3cc(O)ccc3OC[C@@H]21	nt	-7%[19.4 µM]	nt
24	C/C(=C\[C@@H](N)C(=O)O)CP(=O)(O)O	nt	-8%[19.4 µM]	nt

entry	BLM inh	BAZ2B block	APEX1 inh
13	0%	nt	-3%
14	3%	nt	-1%
15	6%	nt	-2%
16	4%	nt	-3%
17	-14%	nt	?
18	-12%	nt	-9%
19	-14%	nt	?
20	2%	nt	-1%
21	1%	nt	-7%
22	46%[activator]	nt	8%
23	7%	nt	-3%
24	0%	nt	-2%

# The list goes on.
entry	smiles	Pol eta inh	POLK inh	G9a inh
25	COc1cc2c(cc1OC)[C@]13CCN4CC5=CCOC6CC(=O)N2[C@@H]1[C@@H]6C5C[C@@H]43 (stereo partly specified)	nt	-12%[19.4 µM]	nt
26	CNC(=O)Oc1ccc2c(c1)C1(C)CCN(C)C1N2C (stereo unspecified)	nt	-9%[19.4 µM]	nt
27	C=CCN1C[C@H](C)N([C@@H](c2ccccc2)c2ccc(C(=O)N(CC)CC)cc2)C[C@H]1C	nt	-7%[19.4 µM]	nt
28	N[C@H](CCP(=O)(O)O)C(=O)O	nt	-7%&2%[19.4 µM]	nt
29	CCC1CN2CCC1CC2C(O)c1ccnc2ccccc12 (stereo unspecified)	nt	-9%[19.4 µM]	nt
30	COc1cc2c(cc1OC)-c1c(OC)c(OC)c(CO)c3c1C(C2)N(C)CC3 (stereo unspecified)	nt	-12%[19.4 µM]	nt
31	CN1CCN(C(=O)O[C@@H]2c3nccnc3C(=O)N2c2ccc(Cl)cn2)CC1	nt	-9%[19.4 µM]	nt
32	COc1ccc(CNC(=O)/C=C\c2ccc3[nH]cc(CCN(C)C)c3c2)cc1	nt	-9%[19.4 µM]	nt
33	C=C1CCC(O)C/C1=C\C=C1/CCCC2(C)C1CCC2C(C)CCCC(C)C (stereo unspecified)	nt	?	nt
34	COc1cc2c(cc1OC)-c1c(O)c(OC)cc3c1[C@H](C2)N(C)CC3	nt	?	nt
35	CN1[C@@H]2CC[C@H]1CC(OC(c1ccc(F)cc1)c1ccc(F)cc1)C2 (stereo partly specified)	nt	-8%[19.4 µM]	nt
36	C=CCN1C[C@H](C)N([C@H](c2ccc(C(=O)N(CC)CC)cc2)c2cccc(O)c2)C[C@H]1C	nt	-11%[19.4 µM]	nt

entry	BLM inh	BAZ2B block	APEX1 inh
25	3%	nt	-3%
26	2%	nt	14%
27	-6%	nt	-5%
28	-8%&-13%	nt	-4%&0%
29	0%	nt	-6%
30	1%	nt	-7%
31	1%	nt	-9%
32	3%	nt	-7%
33	-16%	nt	-6%
34	?	nt	?
35	6%	nt	10%
36	-2%	nt	-3%

# Following part.
entry	smiles	Pol eta inh	POLK inh	G9a inh
37	c1ccc2c(c1)-c1cccc3c1c-2cc1ccccc13	nt	nt	-4%[0.501 µM]
38	CN1C[C@H](C(=O)N[C@]2(C)O[C@@]3(O)[C@@H]4CCCN4C(=O)[C@H](Cc4ccccc4)N3C2=O)C[C@@H]2c3cccc4[nH]cc(c34)C[C@H]21	nt	-12%[60.1 µM]	-21%[59 µM]
39	C[C@@H]1O[C@@H](O[C@H]2C[C@@H](O)[C@]3(CO)[C@@H]4C(CC[C@]3(O)C2)[C@@]2(O)CC[C@H]([C@@H]3COC(=O)C3)[C@@]2(C)C[C@H]4O)[C@H](O)[C@H](O)[C@H]1O (stereo partly specified)	nt	-6%[60.1 µM]	-7%[59 µM]
40	O=[N+]([O-])/C=C/c1ccc2c(c1)OCO2	nt	?	2.1µM*
41	N[C@@H](Cn1ccc(=O)c(O)c1)C(=O)O	nt	-6%[60.1 µM]	10µM*
42	CCN(CC)CCN1C(=O)CN=C(c2ccccc2F)c2cc(Cl)ccc21	nt	-7%[60.1 µM]	18%[59 µM]
43	CCOC(=O)/C=C(C)/C=C/CC(C)CCCC(C)C (stereo unspecified)	nt	6%[19.4 µM]	2%[12.7 µM]
44	CC(=O)Nc1c(I)c(C(=O)O)c(I)c(N(C)C(C)=O)c1I	nt	-8%[19.4 µM]	?
45	CCS(=O)(=O)C(C)(C)S(=O)(=O)CC	nt	9%[19.4 µM]	-38%[12.7 µM]
46	CC(C)C(Br)C(=O)NC(N)=O (stereo unspecified)	nt	-11%[60.1 µM]	7%[59 µM]
47	C[C@]12CC[C@@H]3c4ccc(OC(=O)N(CCCl)CCCl)cc4CC[C@H]3[C@@H]1CC[C@@H]2O	nt	8.9µM*	?
48	S=C(S)N1CCNCC1	nt	0%[19.4 µM]	?

entry	BLM inh	BAZ2B block	APEX1 inh
37	nt	50%[activator]	8%&-2%
38	nt	nt	nt
39	nt	nt	nt
40	nt	nt	nt
41	nt	nt	nt
42	5%	nt	nt
43	-6%	nt	nt
44	0%	nt	nt
45	3%	nt	nt
46	3%	nt	nt
47	14µM*	nt	nt
48	4%	nt	nt

# (cont.)
entry	smiles	Pol eta inh	POLK inh	G9a inh
49	CC(=O)NC(=O)c1ccccc1O	nt	-9%[19.4 µM]	?
50	CCON=O	nt	0%[19.4 µM]	8%[12.7 µM]
51	O=C1CN=C(c2ccccc2)c2cc(Cl)ccc2N1CC1CC1	nt	-2%[19.4 µM]	-39%[12.7 µM]
52	CCC1(c2ccccc2)C(=O)NC(=O)N(C(=O)c2ccccc2)C1=O (stereo unspecified)	nt	4%[19.4 µM]	-1%[12.7 µM]
53	CCN(Cc1ccc(Cl)nc1)/C(=C/[N+](=O)[O-])NC	nt	2%[19.4 µM]	-20%[12.7 µM]
54	CC(=O)OO	nt	-2%[60.1 µM]	26%[59 µM]

entry	BLM inh	BAZ2B block	APEX1 inh
49	2%	nt	nt
50	1%	nt	nt
51	-4%	nt	nt
52	-12%	nt	nt
53	-7%	nt	nt
54	-13%	nt	nt

# Compounds listed so far that contain an aryl methoxy group:
entry	smiles	Pol eta inh	POLK inh	G9a inh
2	CCOC(=O)C1(c2ccccc2)CCN(CCC(=O)Nc2ccc(OC)cc2)CC1	-6%	nt	nt
8	COc1ccc(C2C3C=CC(C3)C2C(=O)O)cc1 (stereo unspecified)	-5%	nt	nt
11	COc1cc2c(cc1O)C[C@H]1c3c(cc(OC)c(O)c3-2)CCN1C	nt	?	nt
25	COc1cc2c(cc1OC)[C@]13CCN4CC5=CCOC6CC(=O)N2[C@@H]1[C@@H]6C5C[C@@H]43 (stereo partly specified)	nt	-12%[19.4 µM]	nt
30	COc1cc2c(cc1OC)-c1c(OC)c(OC)c(CO)c3c1C(C2)N(C)CC3 (stereo unspecified)	nt	-12%[19.4 µM]	nt
32	COc1ccc(CNC(=O)/C=C\c2ccc3[nH]cc(CCN(C)C)c3c2)cc1	nt	-9%[19.4 µM]	nt
34	COc1cc2c(cc1OC)-c1c(O)c(OC)cc3c1[C@H](C2)N(C)CC3	nt	?	nt

entry	BLM inh	BAZ2B block	APEX1 inh
2	nt	nt	nt
8	nt	nt	nt
11	-23%	nt	?
25	3%	nt	-3%
30	1%	nt	-7%
32	3%	nt	-7%
34	?	nt	?
